# All columns: NCI-60 one-dose screen, growth in % after 48 h at 10 µM unless noted; 100 = growth as untreated, 0 = no growth, -100 = all killed.
# HL-60(TB) = HL-60(TB) leukemia cells. actives 9% (n = 78,000); active = growth percent below 10
# * = called active by the depositor; & = joins results of further samples.
SMILES,HL-60(TB)
ClCCN(CCCl)c1nc(Cl)c(C2CC(c3ccccc3)=NN2c2ccccc2)s1 (stereo unspecified),100.6
CCOC(=O)CC1CSC(=NCc2ccccc2)N1 (stereo unspecified),95.9
COc1ccc(/C=C2\CCCC3=C2N=C2SC=NN2C3c2ccc(OC)c(OC)c2)cc1OC (stereo unspecified),15.0
O=C(O)CCC(=O)c1ccc2c(c1)CCCC2,96.7&98.4
CCC(C)Cn1cnc2c(SCC(=O)O)nc(N)nc21 (stereo unspecified),102.7
NC(=S)N1N=C(c2ccc(N3CCNCC3)cc2)CC1c1cccs1 (stereo unspecified),103.0
CCOP(=O)(OCC)OCc1ccc(C)cc1C,93.0
CCCC1=NNC(=O)C1,95.6
CC(=O)Nc1cccc(C(=O)NC(=S)Nc2ccc(S(N)(=O)=O)cc2)c1,100.5
O=c1[nH]n(-c2ccccc2)c(=O)cc1Cl,102.7
CN=C1CCCCN1,83.3
Cc1ccc(CC(=S)N2CCOCC2)cc1,72.4
COC(=O)C1CC(=O)C(C(=O)OC)CC1=O (stereo unspecified),98.0
CCCCCCc1cc(-c2cc(CCCCCC)[nH]n2)n[nH]1,84.7
CCCCCO/N=C\c1c2c(O)c3c(O)c(C)c4c(c3c1O)C(=O)C(C)(O/C=C\C(OC)C(C)C(OC(C)=O)C(C)C(O)C(C)C(O)C(C)/C=C\C=C(\C)C(=O)N2)O4 (stereo unspecified),-7.0*
O=C(CN1C(=O)/C(=C\c2ccc(Cl)cc2)SC1=S)Nc1ncc(Cc2ccccc2)s1,101.0
COc1ccc2nc(C)c3c(c2c1[N+](=O)[O-])Oc1ccccc1N3,95.9
Nc1ccc(C(=O)Nc2cccc(C(=O)Nc3ccc4c(O)c(N=Nc5ccc(N=Nc6ccc(S(=O)(=O)O)cc6)cc5)c(S(=O)(=O)O)cc4c3)c2)cc1,89.1
N#CC1=C(N)Oc2n[nH]c(-c3ccc(F)cc3)c2C1c1ccco1 (stereo unspecified),85.1
C#Cc1nc(/C=C/CCCCCCC(=O)NO)cs1,-64.8*
O=C(CSC(=S)n1cnc2ccccc21)Nc1ccccc1,101.7
C/C=C(\C)C(=O)O[C@@H]1C2C(=O)[C@@](C)([C@@H]([C@@H](O)C(=O)OC)C1(C)C)[C@H]1CC[C@]3(C)C(CC(=O)O[C@H]3c3ccoc3)[C@]13OC23 (stereo partly specified),98.1
Cc1c(Br)cccc1-c1nnc(C(c2ccc(F)cc2)N2CCCCC2)o1 (stereo unspecified),98.7
Cn1c(=O)[nH]c(=O)c2nc(/C=C/c3cccc(C(F)(F)F)c3)c(=O)[nH]c21,100.5
COc1cc(OC)c(/C=C/S(=O)(=O)Cc2cnc(OC)c(N)c2)c(OC)c1,-39.5*

# Looked up by structure from the entries so far, 7 records:
SMILES,HL-60(TB)
CCCC1=NNC(=O)C1,95.6
NC(=S)N1N=C(c2ccc(N3CCNCC3)cc2)CC1c1cccs1 (stereo unspecified),103.0
O=C(O)CCC(=O)c1ccc2c(c1)CCCC2,96.7&98.4
ClCCN(CCCl)c1nc(Cl)c(C2CC(c3ccccc3)=NN2c2ccccc2)s1 (stereo unspecified),100.6
COc1cc(OC)c(/C=C/S(=O)(=O)Cc2cnc(OC)c(N)c2)c(OC)c1,-39.5*
Nc1ccc(C(=O)Nc2cccc(C(=O)Nc3ccc4c(O)c(N=Nc5ccc(N=Nc6ccc(S(=O)(=O)O)cc6)cc5)c(S(=O)(=O)O)cc4c3)c2)cc1,89.1
Cn1c(=O)[nH]c(=O)c2nc(/C=C/c3cccc(C(F)(F)F)c3)c(=O)[nH]c21,100.5

# Next results follow.
SMILES,HL-60(TB)
CNC(=O)c1nc(Nc2ccc(NC(=O)Nc3ccc(Cl)c(Cl)c3)cc2)c2ccccc2n1,89.5
O=[N+]([O-])c1ccc(Oc2cccnc2)c([N+](=O)[O-])c1,-10.1*
CC1CCc2c(sc3nc(SCC(=O)NN)n(-c4ccccc4)c(=O)c23)C1 (stereo unspecified),164.2
CC1S(=O)(=O)OCCOS1(=O)=O,104.2
O=P(N1CC1)(N1CC1)N1CCN(P(=O)(N2CC2)N2CC2)CC1,75.1
Cn1c(=S)[nH]c2c(Cl)cc(Cl)cc2c1=O,110.9
CN(C)P1(=O)N(C)CCN1C,92.8
O=C(O)c1nn(-c2ccccc2)nc1N1CCCCC1,94.8
C[n+]1ccc(NC(=O)c2ccc(NC(=O)c3cccc(C(=O)Nc4ccc(C(=O)Nc5cc[n+](C)cc5)cc4)c3)cc2)cc1,89.8
O=S(=O)(Oc1ccc(-c2cn3ccoc3n2)cc1)C1CCCCC1,90.2
O=C(c1ccccc1)C1C(c2ccccc2)C1[N+](=O)[O-] (stereo unspecified),80.2
CCSc1nc(NC)cc(N(C)C)n1,107.7
Nc1nc2c(s1)CCc1c-2c(Br)n(Cc2ccccc2)c1-c1ccccc1,75.2
Nc1ccc2c(c1)c(N)nn2C(=O)Nc1ccc(Cc2ccccc2)cc1,16.4
C=CCOCCN,90.7
COc1ccccc1CN1CCCOP1(=O)Nc1ccccc1C (stereo unspecified),127.6
O=C1CCC(N2Cc3c(CNC(=O)c4ccc(C(F)(F)F)cc4)cccc3C2=O)C(=O)N1 (stereo unspecified),100.9
COc1cc(NC(=O)c2cncnc2Nc2ccc3c(ccn3Cc3cccc(F)c3)c2)cc(OC)c1,21.0
Cc1cc(C)nc(NS(=O)(=O)c2ccc(NC3=C(Cl)C(=O)c4ncccc4C3=O)cc2)n1,93.9
O=C(CC(CC(=O)c1ccccc1)c1ccco1)c1ccccc1,111.8&100.8
NS(=O)(=O)c1ccc(NNC(=O)CCC(=O)c2ccccc2)cc1,75.3
COc1cccc(/C=C2\Oc3ccc(O)cc3C2=O)c1,89.3
Nc1nc(Nc2ccccc2)n[nH]1,97.7
ClC(Cl)c1nc2ccccc2s1,99.0
Cc1ccc(C(=O)CSc2nc3ccc(C)cc3c(=O)n2-c2ccc(F)cc2)cc1,122.8

# Additional compounds:
SMILES,HL-60(TB)
O=c1cc[nH]cc1,98.7
COc1ccc(-c2nc(Nc3nc4ccccc4o3)nc3c2C(=O)CC(C)(C)C3)c(O)c1,90.2
O=C(O)C(Cc1ccccc1)N1C(=O)C2C3CCC(C3)C2C1=O (stereo unspecified),109.3
COc1cc(CNS(=O)(=O)c2ccc(C)cc2)ccc1OCc1cn(-c2ccccc2F)nn1,106.0
CC(C)CCSc1nc(NC2CC2)c(C#N)c(-c2ccc(F)cc2)n1,69.0
Cc1ccc(C(=O)Cc2ccccc2)cc1,65.9
CC(=O)/C=C/c1ccco1,144.1&86.4
CCCC(C(=O)OCCN1CC(C)CC1(C)C)C1CCCC1 (stereo unspecified),92.0
CCCOC(=O)C1(O)CCCC1,107.0
N#C/C(=C\c1ccc(Cl)cc1Cl)C(=O)Nc1ncc(Cc2ccc(Cl)c(Cl)c2)s1,98.8
Cc1cc(C)cc(Nc2nc3c(s2)CC[C@@]2(C)C3=CC[C@@H]3[C@@H]2CC[C@]2(C)C(=O)CC[C@@H]32)c1,57.6
Cn1ncc2c(N)ncnc21,102.8
O=C(NC1CCCCC1c1ccccc1)c1ccccc1 (stereo unspecified),95.8
C#CCOc1cccc(Nc2ncnc3cc(NC(=O)C=C)ccc23)c1,-16.4*
CNNCc1ccc(C(=O)NC(N)=O)cc1,62.9
N#CCN(CC#N)CC#N,96.2
O=C1NC(=O)C(=Cc2cc(-c3ccccc3)n(-c3ccccc3)n2)C(=O)N1,101.8
O=C(Nc1cccc(N=Cc2c(O)ccc3ccccc23)c1)c1ccccc1,109.0
NS(=O)(=O)c1ccc(CCN2C(=O)/C(=C/c3ccc(Br)cc3)C=C2c2ccccc2)cc1,85.0
C#CC[C@@H]1C[C@]2(C)[C@H]3CC=C4[C@H]5[C@@H](C)[C@H](C)CC[C@]5(C(=O)NCCCN5CCN(CCCN)CC5)CC[C@@]4(C)[C@]3(C)CC[C@H]2C(C)(C)[C@H]1OC(C)=O,-55.9*
COc1cc(/C=C2\SC(=O)N(Cc3ccc(-c4ccccc4C#N)cc3)C2=O)ccc1O,91.6
N#Cc1c(-c2ccc(Cl)cc2Cl)c(C#N)c(=O)n(-c2ccccn2)c1N,97.9
NC1CCCCC1,110.1&109.9
CCCCNC(=O)Oc1ccc(/C(=C(/C)Cc2ccc(OC)cc2)c2ccc(OCCN3CCCC3)cc2)cc1,43.9
CCc1c2c(c(C)c3oc4cc(OC)ccc4c13)C(=O)N(O)C2=O,100.2

# Additional results follow.
SMILES,HL-60(TB)
COc1ccc(NC2CCC(=O)N2CN2C(=O)CCC2Nc2ccc(OC)cc2)cc1 (stereo unspecified),82.1
O=C(Nc1ccccc1)Oc1ccc([N+](=O)[O-])cc1,111.5
O=C(/C=C/c1ccc(Cl)cc1)Nc1ncc(Cc2ccc(Br)cc2)s1,80.5
CN(C)c1ccc(/C=C2\CCc3ccccc3C2=O)cc1Br,95.7
OC(Cc1cc(CC(O)(C(F)(F)F)C(F)(F)F)nc(CC(O)(C(F)(F)F)C(F)(F)F)c1)(C(F)(F)F)C(F)(F)F,-24.5*
N#C/C(=C1C=C/C(=N/O)C=C/1Cl)c1ccccc1,112.2
COc1cc(NCCCCC(C)N)c2nccc(C)c2c1 (stereo unspecified),96.7
COc1cc(/C=C/C(=O)c2cc(-c3ccc(O)cc3)ccc2O)cc(OC)c1OC,52.6
Cc1ccc(NC(=O)C(Cl)(Cl)Cl)cc1,100.3
C=C(C(=O)O)[C@@H]1CC/C(C)=C/CC[C@@]2(C)O[C@H]2[C@H]1O,97.8
CCCCN(CCCC)S(=O)(=O)c1ccccc1,113.2
O=c1[nH]cc(C(O)Cc2ccccc2)c(=O)[nH]1 (stereo unspecified),100.3
CC(C)(C)NSc1nc2ccccc2s1,94.0
COC(=O)c1nc(=S)[nH]c(C(=O)OC)c1C(=O)c1ccccn1,97.9
O=C(CN1CCN(c2cc(=O)[nH]c3ccc(F)cc23)CC1)Nc1ccccc1[N+](=O)[O-],101.0
CCC(=O)c1ccccc1C,104.8
Nc1c(C(=O)O)cc(Cl)cc1[N+](=O)[O-],73.7
Cc1cccc(C)c1Nc1nnc(-c2ccccc2)s1,95.3
CCCCCCCCCCCC(=O)N(CCOC(=O)C(C)(C)C)CCOC(=O)C(C)(C)C,105.4
COc1cc(CNC(=O)/C=C/C=C/c2ccc3c(c2)OCO3)ccc1OCc1cn(-c2ccc(Br)cc2)nn1,102.6
COC(=O)C1(C)CCc2c(ccc3ccc(OC)cc23)C1=O (stereo unspecified),96.4
Cc1ccc([N+]2=NOC(=O)C2CN2CCNCC2)cc1 (stereo unspecified),118.7
COC(=O)/C=C1/CCC2C3CCC4=CC(=O)C(Br)CC4(C)C3C(=O)CC12C (stereo unspecified),75.1
CCN1CC2(CN(CC)C1=O)C(=O)NC(=S)NC2=O,97.2
C=CCc1c(C)[nH]c2ccccc2c1=O,97.1

# Other entries
SMILES,HL-60(TB)
Cc1cc(=O)nc2sccn12,80.2
CC(C)C(=O)Nc1ccc(Cl)cc1,49.8
CC(=O)Nc1ccc(C)cc1[N+](=O)[O-],75.5
Cc1nc2ccc(Cl)cn2c1[N+](=O)[O-],96.0
COc1cc(C2CC(c3cccc(Nc4ccncc4)c3)=Nc3c(N)nc(N)nc3N2)cc(OC)c1OC (stereo unspecified),91.8
O=C(O)C1Cc2nc[nH]c2CN1CO (stereo unspecified),106.2
CC(=O)c1cc(C(=O)c2ccc(Br)cc2)n2ccc(C#N)cc12,102.8
C=CCCC1(C)NC(=O)NC1=O (stereo unspecified),97.7
NC(=O)c1ncn2c(=O)n(CCF)nnc12,29.6
O=C1/C(=C/c2cn(Cc3cccc(C(F)(F)F)c3)c3ncccc23)N2CCC1CC2,78.7
Cc1ccc(S(=O)(=O)CC(=O)c2cc3ccccc3o2)cc1,114.2
NCC(O)C(O)C(O)C(O)CO (stereo unspecified),114.1
CCOC(=O)N1CCN(CCCCOc2ccc(C(C)(C)CC)cc2)CC1,79.1
CC(C)C1CCC(C)C(O)C1 (stereo unspecified),103.0
C=CC1OC2C3CC(C2O1)C1OC31 (stereo unspecified),122.8
COc1cc2c(c(OC)c1OC)C(=O)CC(c1cccc(NC(=O)c3cc(N)ccc3C)c1)O2 (stereo unspecified),90.5
CCCCCCCCCCCCCCCCCCOc1ccc(CC(=O)NCC[N+](C)(C)C)cc1,91.9
CC1(C)CC2=C3C=C[C@@H]4[C@@]5(C)CCC(=O)C(C)(C)[C@@H]5CC[C@@]4(C)[C@]3(C)CC[C@@]2(C(=O)O)C[C@H]1O,23.0
CCOC(=O)NCCCN1c2nc3ccccc3cc2Sc2cc3ccccc3nc21,96.9
COc1ccccc1/C=C1\COc2ccc(O)cc2C1=O,1.1*
Cc1cccc(NC(=O)c2ccc(Cl)c(Cl)c2)c1,92.8
COc1ccc(/C=N/NC(=O)N2CCN(c3cc4c(cc3F)c(=O)c(C(=O)O)cn4C3CC3)CC2)cc1,112.4
O=C1C(c2c(O)[nH]c3ccccc23)=Nc2ccccc21,106.3
COC(=O)/C=C1/SC(=Nc2cccc(OC)c2)N(CCc2c[nH]c3ccc(O)cc23)C1=O,59.8
CCc1ccc2c(c1)N(CCO)C1=C(C(=O)OC1)C2c1ccccc1 (stereo unspecified),94.9

# Part of the list above, bar-delimited:
mol | HL-60(TB)
O=C1C(c2c(O)[nH]c3ccccc23)=Nc2ccccc21 | 106.3
CC(C)C(=O)Nc1ccc(Cl)cc1 | 49.8
Cc1ccc(S(=O)(=O)CC(=O)c2cc3ccccc3o2)cc1 | 114.2
Cc1cccc(NC(=O)c2ccc(Cl)c(Cl)c2)c1 | 92.8

# Further entries follow:
SMILES,HL-60(TB)
O=C1CSC(c2cn(-c3ccccc3)nc2-c2ccc(Cl)c(Cl)c2)N1c1cccc(F)c1 (stereo unspecified),110.1
CCCCCC(C)NCC(C)(C)O (stereo unspecified),92.3
O=C(CC1=CCCCC1)c1ccccc1,99.8
CCOS(=O)(=O)c1ccc([N+](=O)[O-])cc1,95.9
Oc1c(Cl)cc(Cl)cc1/C=N/c1nc(-c2ccc(Cl)cc2)cs1,59.1
Clc1ccc(SCc2ccc(CSc3ccc(Cl)cc3)cc2)cc1,117.7
Cc1cc(Nc2ccc(C(=O)N3CCCC3)cc2)nc(NCCCNc2ccnc3cc(Cl)ccc23)n1,84.4

# A draw from above in order of molecular weight, low to high:
SMILES,HL-60(TB)
CCCCCC(C)NCC(C)(C)O (stereo unspecified),92.3
O=C(CC1=CCCCC1)c1ccccc1,99.8
CCOS(=O)(=O)c1ccc([N+](=O)[O-])cc1,95.9
O=C1CSC(c2cn(-c3ccccc3)nc2-c2ccc(Cl)c(Cl)c2)N1c1cccc(F)c1 (stereo unspecified),110.1
Cc1cc(Nc2ccc(C(=O)N3CCCC3)cc2)nc(NCCCNc2ccnc3cc(Cl)ccc23)n1,84.4

# The list is partial, so the mix of outcomes need not match the whole.
